ALOX15B inhib: qHTS Assay for Inhibitors of 15-hLO-2 (15-human lipoxygenase 2) | Polyunsaturated fatty acid lipoxygenase ALOX15B (Homo sapiens), O15296 | purified 15hLO-2, xylenol orange hydroperoxide absorbance | Potency, µM (doses to about 57.1 µM), for inactives: top-dose activity change, negative = inhibition, usual class: inhibitors | 110,000 tested, 0.56% active | AID 881, 2007; further: potency means the concentration at half of the fitted maximal effect; nearly all actives have a fitted effect of over 60% in size; many of its hits are not listed in these tables
Target sequence (O15296 whole entry, looked up): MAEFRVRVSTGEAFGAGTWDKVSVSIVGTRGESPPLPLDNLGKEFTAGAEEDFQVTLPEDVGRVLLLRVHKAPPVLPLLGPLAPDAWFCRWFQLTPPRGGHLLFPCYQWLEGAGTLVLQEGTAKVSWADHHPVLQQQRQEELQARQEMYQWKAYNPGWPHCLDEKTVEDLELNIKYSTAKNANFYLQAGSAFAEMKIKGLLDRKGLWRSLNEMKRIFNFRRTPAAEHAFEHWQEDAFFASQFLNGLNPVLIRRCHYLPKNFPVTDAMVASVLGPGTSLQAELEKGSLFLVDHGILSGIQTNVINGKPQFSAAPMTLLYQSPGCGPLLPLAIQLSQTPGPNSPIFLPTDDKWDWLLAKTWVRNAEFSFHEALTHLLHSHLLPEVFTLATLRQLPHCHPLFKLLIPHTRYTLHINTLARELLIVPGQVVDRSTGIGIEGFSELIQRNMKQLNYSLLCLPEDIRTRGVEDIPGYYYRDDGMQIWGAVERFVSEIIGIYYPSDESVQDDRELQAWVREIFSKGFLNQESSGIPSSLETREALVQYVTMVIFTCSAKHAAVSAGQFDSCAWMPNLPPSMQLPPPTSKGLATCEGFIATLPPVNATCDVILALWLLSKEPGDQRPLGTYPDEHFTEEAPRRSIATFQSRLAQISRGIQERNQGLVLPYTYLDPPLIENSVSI
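Purified human 15hLO-2 (50 nM final) preincubated with compounds 15 min at room temperature in 25 mM Hepes pH 7.5, 0.01% Triton X-100, then 45 uM arachidonic acid added for 90 min; hydroperoxide detected via ferrous/xylenol orange, 573/405 nm absorbance ratio.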
IMPase cell inh: qHTS Assay for Identifying the Cell-Membrane Permeable IMPase Inhibitors; CHO-M1 cells, IP1 accumulation, HTRF TR-FRET ratio; 120,000 tested, under 10 active; inhibition (IP1 accumulation), % at 46.1 µM; Inositol monophosphatase 1 (Rattus norvegicus), P97697; active means well fitted curve in the direction sought with a large enough effect in the signal ratio, not every such curve was filed as active; inconclusive means small, poorly fitted or top-dose-only effect, or a change in a side signal; inactive means no such curve, though single readings can be large or run the other way; the % refers to the signal ratio;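 further: cells stimulated with carbachol in lithium chloride buffer; plate controls were DMSO basal wells for no effect and reference inhibitor wells for full effect; higher means more IMPase inhibition seen as more IP1 and lower FRET ratio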
Target sequence (P97697 whole entry, looked up): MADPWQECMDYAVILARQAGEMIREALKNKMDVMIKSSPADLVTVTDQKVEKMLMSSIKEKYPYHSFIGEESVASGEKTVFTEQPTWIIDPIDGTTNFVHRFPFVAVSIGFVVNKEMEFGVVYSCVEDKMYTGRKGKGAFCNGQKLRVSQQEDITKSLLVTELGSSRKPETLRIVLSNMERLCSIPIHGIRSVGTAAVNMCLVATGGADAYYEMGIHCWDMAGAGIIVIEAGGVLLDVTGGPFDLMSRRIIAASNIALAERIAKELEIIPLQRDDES
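Seeded CHO-M1 cells were dosed with compound at up to 46 uM, stimulated with carbachol for 30 min, then lysed in IP-One detection reagents. Higher IP1 lowers the TR-FRET signal.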
PNC assembly inh: High Content Assay for Compounds that inhibit the Assembly of the Perinucleolar Compartment | 140,000 tested, 3.1% active | activity change (PNC), negative = inhibition, % at 10 µM | AID 2417, 2010 | PC3M PTB-GFP, PNC prevalence imaging, 16 h; hits give low values;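 active means readout at or below -70, meaning at least 70% loss of cells showing the perinucleolar compartment, a nuclear body marking cancer cells; inconclusive means readout between -30 and a set limit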;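 further: plate controls were DMSO wells for no effect and camptothecin positive control wells for full effect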
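Compounds are pinned in duplicate onto adhered PC3M cells stably expressing GFP-tagged PTB and incubated 16 h at 37 C. Cells are then fixed, nuclei stained with Hoechst, and PNC-positive cells counted.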
ALOX12 inhib: qHTS Assay for Inhibitors of 12-hLO (12-human lipoxygenase); 150,000 tested, 0.12% active; Potency, µM (titrated, usually from 57.1 µM), inactives show top-dose activity change, negative = inhibition, usual class: inhibitors; Polyunsaturated fatty acid lipoxygenase ALOX12 (Homo sapiens), P18054; purified 12-hLO, xylenol orange hydroperoxide absorbance; further: potency means the concentration at half of the fitted maximal effect; nearly all actives have a fitted effect of over 55% in size; many of its hits are not listed in these tables
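Xylenol orange chromogenic assay: hydroperoxide from 12hLO oxidises Fe(II), giving red-shifted Fe(III)-XO absorbance. Conditions: 150 nM enzyme, 40 uM arachidonic acid, 25 mM Hepes pH 7.0, 0.01% Triton X-100, 30 min, room temperature.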
* hit, by the source's call; ? = inconclusive; . = not tested or not shown; [ ] = dose if it differs, or a comment. Unless noted, the call rests on the fitted dose curve; in most records, active means well fitted curve in the direction sought with a large enough effect; inconclusive means small, poorly fitted or top-dose-only effect, or another doubt; inactive means no such curve, though single readings can be large; an effect the other way counts as inactive or inconclusive. Unless noted, on the % scale 0 is the no-effect control and ±100 the full control effect.

SMILES	ALOX15B inhib	IMPase cell inh	PNC assembly inh	ALOX12 inhib
O=C(COc1ccc(Cl)cc1)NCCCn1ccnc1	23%	5	?	1%
Cc1[nH]nc2ncc(C(=O)c3ccccc3O)cc12	3%	2	8	0%
c1ccc2c(CNn3cnnc3)cccc2c1	6%	1	?	2%
CCN(C(=O)c1c(C)cc(=O)oc1C)c1ccc2c(c1)OCO2	-1%	3	?	-3%
O=C(Nc1ccccc1)N1CCN(c2cccc(C(F)(F)F)c2)CC1	1%	0	51	-6%
O=C(Nc1ccc(-c2cn3ccccc3n2)cc1)c1ccco1	.	.	?	-1%
Cc1ccc(NC(=S)NNC(=S)NCc2ccccc2)cc1	?	1	-17	?
CCOc1cc(-c2nc(-c3ccc(C)nc3OCC)no2)cc(OCC)c1OCC	6%	3	-25	6%
O=C(NCc1ccc(F)cc1)C1C2C=CC3(CN(Cc4cccnc4)C(=O)C13)O2 (stereo not given)	5%	-5	?	-2%
CCN1CCN(C(=O)Nc2cccc3ccccc23)CC1	-6%	0	-21	5%
O=c1[nH]c2ccc(S(=O)(=O)NCc3ccccn3)cc2s1	-3%	-5	-11	-2%
O=C1c2ccccc2C(=O)N1c1ccc(-c2nc3ccccc3o2)cc1	2%	-1	?	-3%
CCCC(=O)c1c[nH]c(C(=O)NCc2ccco2)c1	7%	2	-8	-2%
Cc1csc(N(C(=O)c2ccc(S(=O)(=O)N(C)C)cc2)c2ccccc2)n1	0%	-3	?	-4%
COC(=O)c1ccc(OCC(=O)NC(C)(C)C)cc1	2%	-7	?	-6%
Cc1cc(Cl)ccc1NC(=S)N1CCN(Cc2ccccc2)CC1	.	-5	-2	-6%
COc1ccc(NS(=O)(=O)CC(C)C)c(OC)c1	.	.	-20	-1%
COc1ccc(-c2nsc3c(SCc4ccccc4)ncnc23)cc1	.	-2	20	-3%
CCOC(=O)c1cc2c(ccn2C)n1CC(=O)N(Cc1ccccc1)c1ccccc1	.	5	50	-12%
CC(=O)N/N=C/c1cc([N+](=O)[O-])ccc1OCCOc1ccccc1	-6%	3	0	-2%
Cc1cc(C)nc(NS(=O)(=O)c2ccc(NC(=O)c3ccc(S(=O)(=O)N4CC(C)OC(C)C4)cc3)cc2)n1 (stereo not given)	.	4	-9	-3%
CCOc1ccccc1C(=O)NCC(=O)OCc1c(C)noc1C	.	.	-8	0%
O=C1N/C(=N\N=C\c2cccnc2)SC1Cc1ccc(SC(F)F)cc1 (stereo not given)	-1%	0	-24	2%
CCOC(=O)N1CCC(N2CCN(c3cc(C)ccc3C)CC2)CC1	21%	19	?	?
Cn1c(=O)c2cc(S(=O)(=O)N3CCOCC3)ccc2n(C)c1=O	1%	13	-27	7%
SMILES	ALOX15B inhib	IMPase cell inh	PNC assembly inh	ALOX12 inhib
CC1(C)CC(=O)C2=C(C1)N(c1ccccc1C#N)C(N)=C(C#N)C2c1cccs1 (stereo not given)	-14%	4	?	-8%
N#CCOc1nc(N2CCOCC2)nc(N2CCOCC2)n1	4%	2	-18	-2%
CC(C)c1nc2n[nH]c(N)c2c2c1CCCC2	5%	-4	28	-2%
CC(=O)OCC(=O)[C@]1(O)C(OC(C)=O)CC2C3CCC4=CC(=O)C=C[C@@]4(C)[C@]3(F)C(O)C[C@]21C (stereo not given in full)	2%	.	.	0%
C[N@@+]1(CC[N@@+]2(C)CCC[C@H]2c2cccnc2)CCC[C@@H]1c1cccnc1	17%[11.4 µM]	.	.	6%[11.4 µM]
Oc1ccc(-c2[nH]ncc2-c2ccc(Cl)cc2)c(O)c1	4%	-19	79	?
CN1CCS/C1=C/C=C1/SC(=S)N(Cc2ccccc2)C1=O	.	.	76	4%
Cc1cc(Cl)ccc1NC(=O)Nc1c(C)n(-c2ccccc2)c(=O)n1C	-2%	1	?	1%
CC1(C)CNC(=O)c2sc(N3CCCCC3)nc2C1	1%	-6	?	-2%
CC(=O)NCCc1ccc(S(=O)(=O)N2CCOCC2)cc1	0%	5	8	-3%
COc1ccc(S(=O)(=O)N2CCSC2c2ccc(OC)c(OC)c2)cc1 (stereo not given)	7%	2	15	-11%
CCCc1cc(C(=O)Nc2cccnc2)no1	2%	5	-106*	-5%
Cc1[nH]c2ccccc2c1/C=N/NC(=O)c1cccc(S(=O)(=O)Nc2ccccc2Cl)c1	.	2	9	-5%
O=S(=O)(NCC(Nc1ccc(Cl)cc1)c1ccccc1)c1ccccc1 (stereo not given)	.	.	-29	-6%
CCNS(=O)(=O)c1ccc(Br)c(OC)c1	4%	-4	57	1%
Cc1cccc(C(=O)O/N=C/c2c(Cl)n(C)c3ccccc23)c1	4%[11.4 µM]	-8[1.84 µM]	-20	-6%
O=C(COc1ccc(-c2nnco2)cc1)N1CCN(S(=O)(=O)c2ccccc2)CC1	4%	9	-81*	-1%
O=C(N/N=C/c1nn(-c2ccccc2)cc1-c1ccccc1)c1ccncc1	.	.	45	-4%
COc1ccc(Cl)cc1N(CC(=O)N/N=C/c1ccc(OC(C)C)cc1)S(=O)(=O)c1ccc(C)c([N+](=O)[O-])c1	.	.	-25	-3%
COc1cc(CNCCO)cc(Br)c1OCc1cccs1	.	10	87	2%
COc1ccc(OC)c(C2/C(=C(\O)c3ccc(OC)c(Cl)c3)C(=O)C(=O)N2CCN(C)C)c1 (stereo not given)	1%	-8	-30	-1%
CCCCOCCCNC(=O)Cc1cccs1	-4%	-1	23	1%
CCCCSCCCNC(=O)Nc1cccc(OC)c1	-6%	-6	13	-8%
Cc1c(C(N)=O)c(-c2ccccc2)nn1-c1ccccc1	.	.	2	-2%
COC(=O)c1ccccc1NC(=O)CSc1nnc(-c2cccc(NC(C)=O)c2)n1C	-16%	6	-15	-4%
SMILES	ALOX15B inhib	IMPase cell inh	PNC assembly inh	ALOX12 inhib
O=c1cc(-c2ccc(O)c(O)c2)oc2ccccc12	?	.	.	-20%
CC1(C)CC(=O)C=C(N2CCNCC2)C1	0%	0	4	-6%
CCOC(=O)c1cnc(C(C)(C)C)[nH]c1=O	.	-4	371	4%
Cc1cnc(CNc2nc(-c3ccc(C(=O)N(C)C)cc3)nc3ccccc23)cn1	-2%	.	.	5%
Cc1c(Cl)cccc1NC(=O)CNc1cccc(C(F)(F)F)c1	.	-1	?	-5%
Cn1nnnc1SCC(=O)Nc1ccccc1-c1ccccc1	2%	11	-29	1%
CCOc1cc(C#N)c(NC(=O)c2ccnn2C)cc1OCC	.	7	-16	4%
CC1=C(C(=O)Nc2ccccn2)C(c2ccc(Br)cc2)n2ncnc2N1 (stereo not given)	3%	?	11	-13%
CCOC(=O)C1CCCN(C(=O)c2cnn3c(C(F)F)cc(-c4ccc(C)cc4)nc23)C1 (stereo not given)	-7%	5	-107*	-3%
N#Cc1c2n(c3c(=O)[nH]cnc13)CCCC2	-8%	-2	?	7%
Cc1ccc2nc(Cl)c(CN(Cc3cccs3)C(=O)C3CC3)cc2c1	5%[11.4 µM]	6[1.84 µM]	?	3%
O=C(O)c1ccc2nc(C(F)(F)F)[nH]c2c1	0%	-15	?	7%
COc1ccc(S(=O)(=O)N2CCCC(C(=O)NCc3ccccn3)C2)cc1Cl (stereo not given)	0%	0	30	-4%
CCCCCCCNC(=O)CC(NS(=O)(=O)c1ccc(NC(C)=O)cc1)C(C)C (stereo not given)	.	.	?	-4%
O=c1c[n+](CC[n+]2cc(=O)o[nH]2)[nH]o1	-2%[11.4 µM]	.	.	-2%[11.4 µM]
C/C(=N\NC(=O)C1CC1(C)c1ccccc1)c1ccco1 (stereo not given)	.	.	42	2%
C=CC(=O)OCC(CO)(COC(=O)C=C)COC(=O)C=C	-11%	.	.	2%
C/C=C(/C)C(=O)O[C@@H]1c2c(ccc3ccc(=O)oc23)O[C@@H]1C(C)(C)OC(C)=O	.	.	27	-1%
CC1(C)CC2(CCO1)OC(=O)CC2C(=O)Nc1cccc2ccccc12 (stereo not given)	-10%	-1	5	-1%
COc1cc2c(cc1NC(=O)COc1ccccc1OC)oc1ccccc12	-4%	-6	39	18%
CCOC(=O)CSc1nc(-c2ccccc2)nc2c1oc1ccccc12	6%	-13	7	5%
COc1ccccc1NC(=O)CCCC(=O)OCC(F)(F)C(F)F	0%	1	-12	6%
CCC(C)NCCCCOc1ccc(Cl)cc1C (stereo not given)	.	.	-25	-7%
COc1ccccc1C(=O)Nc1ccc(N2CCCCC2)cc1	-8%	-3	?	-4%
COc1cccc(/C=N/NC(=O)C(=O)N/N=C/c2cccc(OC)c2OC)c1OC	.	.	7	-2%

Entries shown so far that contain a tert-butyl group:
SMILES	ALOX15B inhib	IMPase cell inh	PNC assembly inh	ALOX12 inhib
COC(=O)c1ccc(OCC(=O)NC(C)(C)C)cc1	2%	-7	?	-6%
CCOC(=O)c1cnc(C(C)(C)C)[nH]c1=O	.	-4	371	4%

Carrying on.
SMILES	ALOX15B inhib	IMPase cell inh	PNC assembly inh	ALOX12 inhib
CCCCn1c(N)c(N(CCOC)C(=O)CSc2nc3ccc(C)cc3[nH]2)c(=O)[nH]c1=O	0%	9	-13	0%
COc1ccc(C(=O)NCCc2nnc(SCC(=O)Nc3ccccc3)n2C)cc1	3%	-1	?	1%
CC(CC(=O)O)CC1=NS(=O)(=O)c2ccccc2N1 (stereo not given)	0%	1	-4	1%
O=C(ON=C1CCN(S(=O)(=O)c2ccccc2)CC1)c1ccccc1	.	1	?	1%
O=C(O)[C@@H]1[C@@H]2C[C@H]([C@@H](Br)[C@H]2N2C(=O)CCC2=O)[C@@H]1C(=O)O	1%[11.4 µM]	.	.	9%[11.4 µM]
CCOC(=O)C(CC)Sc1nc2c(c(=O)[nH]c(=O)n2C)n1CCc1ccccc1 (stereo not given)	-12%	1	-6	-6%
COC(=O)C(O)C1C(C)(C)C(OC(C)=O)C2CC3=C4CC(=O)OC(c5ccoc5)[C@]4(C)CCC3[C@@]1(C)C2=O (stereo not given in full)	0%	.	.	3%
CCNc1nc(ON=C(C)C)nc(N(C)C)n1	.	.	13	-1%
Cc1ccc(C2CC2C(=O)NNC(=S)Nc2ccc(Cl)cc2)cc1 (stereo not given)	.	-2	-97*	17%
CCOC(=O)CC(NC(=O)c1ccco1)c1ccccc1Cl (stereo not given)	-5%	13	32	-7%
CC(=O)N1CCc2cc(S(=O)(=O)CCC(=O)Nc3cccc(F)c3)ccc21	.	-2	-7	-3%
CCCn1c(SCC(=O)c2ccc3c(c2)OCCO3)nnc1C(C)C	2%	2	48	-1%
O=[n+]1cc(-c2cc3ccccc3o2)n([O-])c2c1CCCC2	-2%	5	0	0%
O=C(CCSc1nnnn1-c1ccccc1)N1CCOCC1	1%	-13	39	-5%
Cc1cccc(C)c1NC(=O)CSc1ccc([N+](=O)[O-])cn1	.	.	?	0%
CC(C)C(=O)Nc1ncc2c(n1)CC(c1cccs1)CC2=O (stereo not given)	.	.	20	-1%
Nc1nc(C(=O)N2CCOCC2)nn1S(=O)(=O)c1ccc(Cl)cc1	1%	8	?	0%
O=C(CCCNS(=O)(=O)c1cccs1)N1CCc2ccccc2C1	2%	-1	-10	-3%
CC(C)c1ccccc1	-3%	.	.	-2%
O=C(NNC(=O)c1ccccc1-c1ccccc1C(=O)O)c1cccc([N+](=O)[O-])c1	.	.	-7	-1%
O=Cc1cc([N+](=O)[O-])ccc1N1CCOCC1	.	.	19	-3%

Sorted by the number under ALOX12 inhib (largest number first): 4 of the compounds above.
molecule	ALOX12 inhib
CCCCn1c(N)c(N(CCOC)C(=O)CSc2nc3ccc(C)cc3[nH]2)c(=O)[nH]c1=O	0%
CC(C)C(=O)Nc1ncc2c(n1)CC(c1cccs1)CC2=O (stereo not given)	-1%
CC(=O)N1CCc2cc(S(=O)(=O)CCC(=O)Nc3cccc(F)c3)ccc21	-3%
CCOC(=O)CC(NC(=O)c1ccco1)c1ccccc1Cl (stereo not given)	-7%

The list is partial (hit frequency here may not be typical).
